Assay outcomes as filed in PubChem.
MBNL1-CUG inh – inhibitors of human MBNL1 binding to CUG repeat RNA | Q9NR56 | TR-FRET MBNL1-His/biotin-(CUG)12 binding, 665/545 ratio | Potency, µM (series often up to 57.5 µM), for the others: at the highest dose activity change, negative = inhibition, hits mostly inhibitors | 0.036% of 280,000 active; active means well fitted inhibition curve with a large enough effect in the signal ratio, with a control signal flat, not every such curve was filed as active; inconclusive means small, poorly fitted or top-dose-only effect, or effect the other way, or a change in a side signal; inactive means no such curve, though single readings can be large or run the other way; the % refers to the signal ratio; further: potency means the concentration at half of the fitted maximal effect; on the % scale 0 is the no-effect control and ±100 the full control effect
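Inhibition of protein-RNA binding appears as loss of TR-FRET between terbium anti-His antibody on MBNL1-His and streptavidin-XL665 on biotin-(CUG)12. Activity is normalized to buffer-only and uninhibited-complex controls.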
Menin-MLL TR inh – menin-MLL binding inhibition, Texas Red mutant peptide; Potency, µM (highest dose often 61.6 µM), inactives show at the top dose FP activity change, negative = inhibition, usual class: inhibitors; AID 1768; Menin + Texas Red MLL mutant peptide, fluorescence polarization; O00255; 0.23% of 270,000 active; active means well fitted inhibition curve with a large enough effect in the polarisation, with a control signal flat, not every such curve was filed as active; inconclusive means small, poorly fitted or top-dose-only effect, or effect the other way, or a change in a side signal; inactive means no such curve, though single readings can be large or run the other way; the % refers to the polarisation; further: potency means the concentration at half of the fitted maximal effect; % of control where 0% means no effect; many of its hits are not listed in these tables
TSHR antagonist – human thyrotropin receptor antagonism; P16473; TSHR-expressing cells, TSH-stimulated cAMP HTRF, 2 h; hits give low values; activity change, negative = inhibition, % at 11.5 µM; 0.2% of 330,000 active; AID 504810;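 active means activity change below a set negative limit, meaning inhibition stronger than a set level, cut at about -70% in these data; inconclusive means activity change between two set negative limits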; further: on the % scale 0 is the no-effect control and ±100 the full control effect
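Competitive HTRF cAMP read-out (cryptate anti-cAMP antibody, cAMP-d2; 30 min, room temperature) in freshly harvested TSHR cells. Compounds added before TSH at EC80 (4nM final), followed by 2 hours' incubation at 37 deg C.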
Chronic BCR inh – chronic active BCR signaling inhibition; Potency, µM (top dose mostly 46.1 µM), inactives show top-dose ratio change, negative = lower green/red ratio, actives largely listed as inhibitors; ABC-DLBCL IkBa-CBG/CBR reporter, luminescence ratio, 4 h; 0.05% of 340,000 active; active means well fitted inhibition curve with a large enough effect in the signal ratio, with a control signal flat, not every such curve was filed as active; inconclusive means small, poorly fitted or top-dose-only effect, or effect the other way, or a change in a side signal; the % refers to the signal ratio;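 further: potency means the concentration at half of the fitted maximal effect; plate controls were basal doxycycline-induced cells for no effect and cells given 10 µM MG132 for full effect; MG132 reads +100%, hits lower the ratio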
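TMD8 ABC-DLBCL cells carrying doxycycline-inducible green luciferase fused to IkappaBalpha plus unfused red luciferase were exposed to compounds (up to 46 uM) for 4 hrs at 37C. Activity came from the overlap-corrected green/red luminescence ratio.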
ASM inhibitor – inhibitors of human secretory acid sphingomyelinase. P17405. placental ASM, HMU-PC fluorogenic substrate, 60 min. Potency, µM (titrated, usually from 57.5 µM), inactives show at the highest dose activity change, negative = inhibition, actives largely listed as inhibitors. 0.006% of 340,000 active. AID 504937; further: potency means the concentration at half of the fitted maximal effect
Target sequence (P17405 47-631 limits assumed): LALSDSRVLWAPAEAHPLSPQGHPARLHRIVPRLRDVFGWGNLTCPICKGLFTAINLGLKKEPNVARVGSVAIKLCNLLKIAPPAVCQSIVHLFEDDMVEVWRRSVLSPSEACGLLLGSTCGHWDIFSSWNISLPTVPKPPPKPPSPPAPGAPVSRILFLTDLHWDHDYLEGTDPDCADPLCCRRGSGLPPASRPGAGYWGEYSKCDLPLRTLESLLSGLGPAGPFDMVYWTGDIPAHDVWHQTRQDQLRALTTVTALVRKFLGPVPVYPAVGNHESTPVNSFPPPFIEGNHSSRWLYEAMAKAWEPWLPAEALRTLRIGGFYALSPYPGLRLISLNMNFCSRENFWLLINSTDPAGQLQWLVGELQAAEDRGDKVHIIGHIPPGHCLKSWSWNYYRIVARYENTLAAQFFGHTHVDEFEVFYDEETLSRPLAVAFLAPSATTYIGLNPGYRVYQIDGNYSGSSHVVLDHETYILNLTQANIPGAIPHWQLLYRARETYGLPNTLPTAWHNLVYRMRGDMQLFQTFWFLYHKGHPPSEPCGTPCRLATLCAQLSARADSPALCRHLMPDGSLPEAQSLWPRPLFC
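Steps: dispense placental human ASM, pin compound, wait 10 min at room temperature, add HMU-PC0 substrate at 9 uM final, incubate 60 min at 37 °C, add stop solution raising pH to 10, read fluorescence.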
Eya2 phos inh – inhibitors of human Eya2 phosphatase activity | 0.006% of 330,000 active | Potency, µM (highest dose often 76.9 µM), for the others: at the highest dose activity, negative = inhibition, most hits filed as inhibitors | AID 488837 | recombinant Eya2, OMFP fluorescence dephosphorylation (OMFP is methylfluorescein phosphate); further: potency means the concentration at half of the fitted maximal effect; on the % scale 0 is the no-effect control and ±100 the full control effect
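Eya2 (0.2 uM) preincubated 10 min at ambient with compound, then OMFP substrate added at 50 uM; 10 min reaction in 50 mM HEPES pH 7.5, 50 mM NaCl, 5 uM MgCl2, 0.05% BSA, 1 mM DTT. Fluorescence read at Ex 485/Em 525 nm.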
KCNH2 WT inh – KCNH2 (human, wildtype) channel inhibition; Q12809; U2OS, BacMam KCNH2, thallium flux FluxOr; hits give low values; activity change, % at 1.84 µM; 0.37% of 340,000 active; AID 720551;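 active means maximum activity change below -70%; inconclusive means maximum activity change between -70% and -50%; inactive means maximum activity change above -50%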; further: on the % scale 0 is the no-effect control and ±100 the full control effect
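U2OS cells transduced with wild-type KCNH2 virus are loaded with FluxOr dye for 45 min, and thallium flux is measured in kinetic reads before and after stimulation buffer. Rate constants are normalized to DMSO controls.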
USP2a inh – blocks human ubiquitin-specific protease USP2a; O75604; USP2 core, Ub-CHOP2 coupled fluorogenic reporter, 485/531; Potency, µM (doses to about 38.3 µM), for inactives: at the highest dose activity change, negative = inhibition, usual class: inhibitors; 0.01% of 330,000 active;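 further: potency means the concentration at half of the fitted maximal effect; plate controls were DMSO wells for no effect and full inhibition by NEM control for full effect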
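Deubiquitinase activity read as fluorescence (485/531 nm) after Ub-CHOP2 cleavage activates the enterokinase reporter on its substrate; USP2 core 10nM, Ub-CHOP2 and substrate 25nM each, 30min compound preincubation then 60min RT; data normalized to NEM, curves fitted.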
GALK inhibitor – galactokinase (human) inhibition | Purified GALK, Kinase-Glo residual ATP luminescence | Potency, µM (top dose mostly 57.5 µM), for inactives: at the highest dose activity change, negative = inhibition, usual class: inhibitors | P51570 | AID 1868 | 0.007% of 270,000 active; further: potency means the concentration at half of the fitted maximal effect; on the % scale 0 is the no-effect control and ±100 the full control effect
Target sequence (P51570 whole entry, looked up): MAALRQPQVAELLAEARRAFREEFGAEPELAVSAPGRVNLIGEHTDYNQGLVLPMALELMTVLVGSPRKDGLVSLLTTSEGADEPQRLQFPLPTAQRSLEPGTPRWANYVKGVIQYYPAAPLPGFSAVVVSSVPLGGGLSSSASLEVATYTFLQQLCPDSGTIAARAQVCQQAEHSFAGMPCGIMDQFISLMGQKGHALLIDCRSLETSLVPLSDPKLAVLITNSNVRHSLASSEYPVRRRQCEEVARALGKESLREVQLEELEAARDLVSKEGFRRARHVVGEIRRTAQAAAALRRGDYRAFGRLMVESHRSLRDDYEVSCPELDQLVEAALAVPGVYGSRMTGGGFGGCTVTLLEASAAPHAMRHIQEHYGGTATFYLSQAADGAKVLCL
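Galactose (100 uM) and ATP (35 uM) were turned over by 5 nM GALK for 1 h at RT. Kinase-Glo Plus then converted the remaining ATP into a luminescent signal.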
Mito fusion yeast – blocks mitochondrial division or promotes mitochondrial fusion | Potency, µM (highest dose often 46.1 µM), for the others: top-dose growth rescue (activation), most hits filed as activators | AID 485298 | 0.23% of 320,000 active | S. cerevisiae fusion-defective mutant growth rescue, CellTiterGlo 48 h;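 further: potency means the concentration at half of the fitted maximal effect; % of control where 0% means no effect; nearly all actives have a fitted effect of over 45% in size; temperature-sensitive fusion mutants such as fzo1-1 at 37 °C on non-fermentable ethanol glycerol medium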
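Yeast fusion mutant, YPEG (non-fermentable carbon), compound, 48 h at 37C non-permissive; CellTiterGlo added, 10 min RT, luminescence read. Rescued growth = division inhibition.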
PKM2 activator – increases activity of human pyruvate kinase M2 | P14618 | purified PKM2, Kinase-Glo ATP luminescence, activation; response scale: 0% is enzyme alone, no compound | Potency, µM (top dose mostly 57.5 µM), without a hit: at the highest dose activation, usual class: activators | 0.34% of 260,000 active | AID 1631; further: potency means the concentration at half of the fitted maximal effect; on the % scale 0 is the no-effect control and ±100 the full control effect; nearly all actives have a fitted effect of over 55% in size
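Purified hPK-M2 (>95% pure) converted ADP (0.1 mM final) to ATP with 0.5 mM PEP in 50 mM imidazole pH7.2, KCl, MgCl2, Tween 20, BSA; 1 h at room temperature. ATP detected by Kinase-Glo luminescence.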
Active calls of the source: *; ? = inconclusive; · = not tested or not shown; [ ] = another dose, or the depositor's remark. Unless noted, the call rests on the fitted dose curve; in most records, active means well fitted curve in the direction sought with a large enough effect; inconclusive means small, poorly fitted or top-dose-only effect, or another doubt; inactive means no such curve, though single readings can be large; an effect the other way counts as inactive or inconclusive. This is a subset, so the mix of outcomes need not match the whole.

SMILES	MBNL1-CUG inh	Menin-MLL TR inh	TSHR antagonist	Chronic BCR inh	ASM inhibitor	Eya2 phos inh	KCNH2 WT inh	USP2a inh	GALK inhibitor	Mito fusion yeast	PKM2 activator
Cc1ccccc1NC(=O)COC(=O)c1cc(=O)c2ccccc2o1	·	2.7%	-8.2	0.6%	·	-18.9%	·	2.7%	-0.1%	0.1%	2.9%
CN(C(=O)C1CCCO1)c1nnc(-c2ccccn2)s1 (stereo not drawn)	-3.9%	5.7%	1.6	-1.6%	4.7%	14.7%	4.7	1.0%	1.4%	-1.6%	-8.7%
COc1ccc(C2C(C#N)=C(N)SC(N)=C2C#N)cc1OC	?	20.8%	2.1	?	1.5%	0.7%	1.5	1.6%	-0.5%	4.2%	-10.0%
Cc1nc(SCC(=O)OCc2ccccc2)c(C#N)c(-c2ccccc2)c1C(=O)Nc1ccccc1	?	7.9%	-7.6	-3.3%	-0.1%	15.8%	-2.1	-0.8%	-0.6%	2.9%	0.3%
C/C=C\C=C/C(=O)Nc1cccc(C2=NOC3(C2)C[C@H](C(N)=O)N(C(=O)CC)C3)c1 (stereo partly drawn)	?	·	-3.9	?	-0.3%	11.6%	-8.7	-8.3%	-2.1%	26.2%	12.6µM*
CCC(OC(=O)CCc1nc2ccccc2[nH]c1=O)C(=O)c1ccccc1 (stereo not drawn)	12.0%	-0.8%	-12.1	?	-1.2%	0.5%	-4.8	0.7%	2.9%	4.7%	5.1%
COC(=O)c1cc(S(=O)(=O)N2CCC(c3ccccc3)C2)c[nH]1 (stereo not drawn)	0.0%	·	-1.2	-3.5%	-3.7%	2.0%	5.1	-4.3%	4.7%	-0.2%	·
COc1ccc(CCNC(=O)CSc2nnc(NC(C)=O)s2)cc1OC	-12.0%	5.7%	3.3	0.4%	4.4%	10.6%	0.4	-1.0%	0.6%	-4.0%	-5.5%
CN(C)C1=NC[C@H](Cc2ccccc2)N1CC1CCCCC1	·	·	14.3	-0.6%	-3.0%	13.6%	15.7	1.7%	·	-5.9%	·
O=C(Cc1ccccc1[N+](=O)[O-])N1CCN(c2ccc(F)cc2)CC1	?	5.9%	-3.0	?	1.7%	-3.0%	14.6	0.6%	-0.4%	6.1%	-0.4%
O=C(c1ccc(COc2ccccc2Cl)o1)N1CCCC1	?	-12.6%	-13.6	-7.7%	3.6%	-15.6%	2.2	-3.2%	0.0%	?	1.0%
CC(C)Nc1oc(Cc2cccc3ccccc23)nc1C#N	9.3%	18.7%	3.7	-2.1%	-2.3%	3.8%	-1.3	2.2%	-2.6%	-0.4%	0.3%
COCCCN1C(=O)c2ccc(C(=O)O)cc2C1=O	15.8%	7.4%	6.7	1.2%	-0.4%	5.8%	12.4	3.7%	0.0%	-1.3%	0.8%
CC(C)(C)n1nnnc1C(c1cccnc1)N1CCN(c2ccccn2)CC1 (stereo not drawn)	-6.6%	-21.3%	17.3	-28.6%	5.7%	5.5%	-2.7	0.3%	-1.8%	-2.2%	12.1%
CCc1ccc(C(=O)COC(=O)c2cccnc2Cl)cc1	4.0%	2.0%	3.3	?	9.3%	18.6%	2.2	-0.1%	-2.5%	-0.9%	-8.1%
CCC(C)c1ccc(S(=O)(=O)N2CCN(S(=O)(=O)c3ccc(NC(C)=O)cc3)CC2)cc1 (stereo not drawn)	-1.5%	?	2.7	6.6%	-3.0%	-1.7%	1.7	0.4%	18.1%	7.6%	8.0%
COc1ccc(OC)c(/C=N/NC(=O)c2cc(-c3ccc(C)o3)nc3ccccc23)c1	·	19.1%	-7.1	-10.1%	214.7%[activator]	-3.9%	-7.5	2.5%	1.7%	-3.3%	7.94µM*
CC(=O)N1CCc2cc(S(=O)(=O)NC(C(=O)Nc3ccc4c(c3)OCCO4)C(C)C)ccc21 (stereo not drawn)	0.3%	0.4%	-2.7	8.0%	3.8%	-5.7%	1.7	2.1%	0.1%	-6.3%	-14.3%
CC(=O)Nc1ccc(NC(=O)Cn2cc3c(n2)CCC(C)C3)cc1 (stereo not drawn)	-6.0%	-3.6%	4.1	4.7%	·	-11.7%	·	2.6%	-3.3%	1.9%	-14.1%
CC(C(=O)Nc1c2c(cc3c1CCC3)CCC2)N1CCCC1 (stereo not drawn)	-23.6%	-4.6%	-4.7	4.0%	5.1%	1.2%	-5.9	1.4%	2.6%	0.2%	1.8%
COc1ccc(NC(=O)c2cnc(C)cn2)cc1-n1cnnn1	-4.5%	?	-3.1	0.3%	4.9%	-1.0%	-2.2	0.7%	-1.3%	-1.9%	4.8%
CCCCN1CN(Cc2ccco2)CNC1=S	-17.8%	8.1%	4.9	1.3%	2.7%	3.2%	-1.8	-1.2%	0.8%	-5.3%	18.7%
COC(C(=O)NC(C(C)C)C(C)C)c1ccccc1 (stereo not drawn)	-4.4%	2.1%	0.7	3.4%	1.0%	-2.2%	2.0	0.5%	2.1%	1.5%	-5.0%
CCOc1ccc(C(=O)NCCCN2CCOCC2)cc1OCC	-0.5%	14.6%	0.4	-3.0%	-0.2%	5.5%	-5.3	0.4%	7.1%	0.8%	2.2%
O=C(Nc1ccc(C2CCCCC2)cc1)C1CCCN(c2ncccn2)C1 (stereo not drawn)	-1.9%	-8.2%	8.1	0.7%	-0.9%	4.4%	-1.0	1.4%	-0.7%	8.0%	-2.7%
CC(=O)Nc1ccc(NC(=O)CSc2nc3ccccc3o2)cc1	-14.0%	8.2%	12.0	7.7%	1.8%	8.3%	-21.7	4.0%	2.2%	0.1%	-11.3%
COc1ccc(-c2nnn(Cc3ccccc3)n2)cc1	-0.8%	5.6%	15.2	-0.3%	-2.1%	2.7%	-4.4	-3.9%	-3.0%	-3.5%	0.8%[11.5 µM]
COc1ccc([C@H]2CC(=O)C=C(c3cc(C(F)(F)F)cc(C(F)(F)F)c3)C2)cc1	·	·	0.4	0.7%	-6.9%	4.9%	-0.5	0.3%	·	1.5%	·
O=C(Nc1ccc2oc(-c3ccccc3Cl)nc2c1)c1ncn[nH]1	0.5%	-8.1%	-5.7	-6.5%	-2.9%	-23.2%	-10.1	2.8%	2.0%	14.7%	-1.7%
CCCCc1ccc(NC(=O)N2CCN(c3cc(C)nc4ccccc34)CC2)c(C)c1	-16.5%	?	2.6	-14.6%	-9.3%	1.4%	-44.3	7.3%	-0.2%	-39.8%[inhibitor]	·
Cc1cc(C)c(-c2csc(NC(=O)/C=C/c3cccs3)n2)c(C)c1	2.7%	-26.1%	-47.3	?	1.7%	-12.8%	-4.3	1.5%	2.3%	?	-3.3%
Cc1nc(-c2ccc(S(=O)(=O)NCC3CCN(C(=O)OC(C)(C)C)CC3)s2)cs1	19.2%	·	9.2	?	?	-4.4%	-17.6	1.4%	0.2%	-0.2%	-0.5%
Cc1cc(NC(=O)Cn2nnc3sc4c(c3c2=O)CCCC4)no1	?	-3.1%	0.7	-0.9%	-5.1%	-6.0%	-7.2	-0.4%	-3.4%	0.7%	-3.7%
Cc1cc(NC(=O)Nc2ccc(F)cc2)no1	-21.6%	?	19.2	-2.2%	-3.1%	8.6%	12.2	-0.8%	1.1%	1.9%	2.9%
O=C(NNC(=O)c1ccccc1O)c1ccc(S(=O)(=O)Nc2ccccc2F)cc1	·	·	-3.1	?	-0.6%	8.3%	-2.7	0.2%	·	-4.2%	·
CCOC(=O)CSc1nc(C)c(C(C)=O)cc1C(N)=O	-2.4%	-2.8%	10.2	0.2%	-1.3%	?	-0.5	-4.2%	-0.6%	-2.8%	-0.5%
O=C(c1ccccc1)c1cccn1CC(=O)N1CCN(c2ccc(F)cc2)CC1	1.8%	2.2%	22.7	-1.0%	-1.6%	7.8%	1.5	0.0%	-0.6%	4.9%	9.0%
CCOc1ccc(CNCCc2ccc(S(N)(=O)=O)cc2)cc1	0.9%	-0.1%	4.5	-11.5%	-1.0%	13.2%	-15.3	3.1%	5.3%	-3.1%	-3.3%
